EPAC2 antagonist = blocks human EPAC2 exchange factor; Q8WZA2; EPAC2 GEF exchange of Rap1B-BODIPY-GDP, fluorescence; Potency, µM (series often up to 114 µM), without a hit: top-dose activity, negative = inhibition, most hits filed as inhibitors; 360,000 compounds, 0.18% hits; also: potency is read from the fitted curve at half-maximal effect; % is scaled to controls: 0 for no effect and ±100 for the full control effect; nearly all actives have a fitted effect of over 45% in size; many of its hits are not listed in these tables
EPAC2 agonist = EPAC2 (human) agonism; Q8WZA2; EPAC2 activation, biochemical qHTS; response scale: 100% = 6.5 mM cAMP response; Potency, µM (highest dose often 154 µM), for the others: top-dose activation, actives largely listed as activators; 360,000 compounds, 0.079% hits; AID 720711; also: potency is read from the fitted curve at half-maximal effect; nearly all actives have a fitted effect of over 50% in size
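Compounds were added across a concentration range to EPAC2 (100 nM), RAP1B-BODIPY-GDP (250 nM) and GDP (50 uM). After 5 min at room temperature, fluorescence was recorded at 5-min intervals for 30 min.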
PTHR1 agonist = agonists of human PTHR1 parathyroid hormone receptor; Potency, µM (top dose mostly 115 µM), for the others: at the highest dose activation, most hits filed as activators; HEK293 GP2 PTHR1 cells, GloSensor cAMP luminescence, 1 h; 410,000 compounds, 0.075% hits; AID 743266; Q03431; also: potency is read from the fitted curve at half-maximal effect; nearly all actives have a fitted effect of over 55% in size; some results filed as inactive show a strong effect at the top dose; inactives centre near -15; many of its hits are not listed in these tables
Target sequence (Q03431 whole entry, looked up): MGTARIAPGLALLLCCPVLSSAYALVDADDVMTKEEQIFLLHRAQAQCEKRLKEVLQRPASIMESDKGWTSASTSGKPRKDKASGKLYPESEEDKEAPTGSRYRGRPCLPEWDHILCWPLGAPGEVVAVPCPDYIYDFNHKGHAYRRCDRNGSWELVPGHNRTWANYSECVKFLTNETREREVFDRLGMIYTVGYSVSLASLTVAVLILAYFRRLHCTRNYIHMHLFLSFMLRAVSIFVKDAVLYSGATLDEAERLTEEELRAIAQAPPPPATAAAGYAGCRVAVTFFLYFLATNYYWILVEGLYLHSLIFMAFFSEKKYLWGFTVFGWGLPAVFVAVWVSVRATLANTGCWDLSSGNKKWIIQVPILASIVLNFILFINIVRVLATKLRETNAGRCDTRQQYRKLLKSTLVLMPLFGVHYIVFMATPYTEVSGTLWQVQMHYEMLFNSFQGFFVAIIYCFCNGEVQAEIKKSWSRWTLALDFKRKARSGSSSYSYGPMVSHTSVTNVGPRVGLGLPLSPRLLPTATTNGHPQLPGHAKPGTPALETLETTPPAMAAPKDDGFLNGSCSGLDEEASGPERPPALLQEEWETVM
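HEK-293-derived GP2 cells expressing PTHR1 and a GloSensor cAMP reporter, 3,000/well, plated overnight, given luciferin plus IBMX (each 0.5 mM as added) for 1 h at 37 °C, then compound for 1 h at 37 °C. Luminescence was read after 15 min at room temperature.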
MmCpn inh = inhibitors of Methanococcus maripaludis chaperonin (MmCpn). AID 504842. 330,000 compounds, 0.031% hits. Potency, µM (doses to about 76.9 µM), inactives show at the top dose activity, negative = inhibition, most hits filed as inhibitors. purified Mm-Cpn ATPase, ADP Transcreener TR-FRET; also: potency is read from the fitted curve at half-maximal effect; % is scaled to controls: 0 for no effect and ±100 for the full control effect; nearly all actives have a fitted effect of over 80% in size
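ATPase turnover read by TR-FRET ADP competition (Eu cryptate antibody/ADP-d2, 665/590 nm): 10uM ATP final, 25nM Mm-CPN final, 30 min 37degC after 10-min compound preincubation, pH 7.4 Tris/KCl/MgCl2/DTT buffer.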
DRD3 agonist = agonists of human D3 dopamine receptor. P35462. D3R DiscoveRx beta-arrestin cells, luminescence, 90 min. max activation, %. 410,000 compounds, 0.58% hits; in the data active = max activation above about 30%; also: 0% is about no effect; mostly tested at two doses, the higher about 12 µM
Target sequence (P35462 whole entry, looked up): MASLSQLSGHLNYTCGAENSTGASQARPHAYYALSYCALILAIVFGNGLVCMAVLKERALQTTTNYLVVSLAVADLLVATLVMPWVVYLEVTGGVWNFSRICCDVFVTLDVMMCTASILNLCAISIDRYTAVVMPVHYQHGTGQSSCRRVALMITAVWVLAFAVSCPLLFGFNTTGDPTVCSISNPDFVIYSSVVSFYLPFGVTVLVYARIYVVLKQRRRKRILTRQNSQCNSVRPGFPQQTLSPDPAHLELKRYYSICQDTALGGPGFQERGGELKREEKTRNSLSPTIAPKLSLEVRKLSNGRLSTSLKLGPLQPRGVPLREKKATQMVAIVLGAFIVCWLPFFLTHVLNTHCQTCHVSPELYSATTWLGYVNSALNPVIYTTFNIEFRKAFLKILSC
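Cells at 1500/well, incubated overnight, then treated with pinned compounds (dopamine as control) for 90 min at 37 degrees C. DiscoveRx reagent added for 30 - 60 minutes at room temperature; luminescence read.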
D3 antag = blocks the human D3 dopamine receptor. P35462. D3R cells, DiscoveRx beta-arrestin luminescence, antagonist mode; active compounds read low. max response, negative = inhibition, %. 360,000 compounds, 2.5% hits; in the data active = max response below about -50%; inconclusive = no clear call, values can overlap the other calls; also: % is scaled to controls: 0 for no effect and ±100 for the full control effect; mostly tested at two doses, the higher about 12 µM
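Cells plated overnight at 1500 cells/well, then exposed to library compounds with dopamine controls for 90 minutes at 37 degrees C. DiscoveRx reagent added for 30–60 minutes at room temperature; luminescence read, quantitative HTS format.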
CCT modulator = changes cytosolic chaperonin activity. purified chaperonin ATPase assay, HTRF ADP detection, 30 min. activity change, % (no concentration beside the values), hits read low. 360,000 compounds, 0.3% hits. AID 651819; in the data active = activity change below about -30%; also: % is scaled to controls: 0 for no effect and ±100 for the full control effect
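ATPase activity: ADP formed was measured by HTRF Transcreener (665/615 nm ratio) after 30 min at 37 deg C with 10 uM ATP. Compounds screened at one 76 uM concentration against 40 or 20 nM TRiC in Tris pH 7.4/KCl/MgCl2/DTT buffer.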
pAkt inh = Akt phosphorylation inhibition. activity change, % for hits at 50 µM. 360,000 compounds, 0.32% hits. AID 651550. Neuro2A IGF-stimulated pAkt S473 HTRF, 20 min; active compounds read low; in the data active = activity change below about -80%; inconclusive = mostly about -51% to -80%; also: % is scaled to controls: 0 for no effect and ±100 for the full control effect
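Neuro2A cells in DMEM with 0.5% FBS, overnight at 37 deg C, given compound at single 50 µM final, then IGF (6 nM final) for 20 min at 37 deg C. Lysed; phospho-Akt Ser473 by HTRF after 24 h, 665/615 ratio.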
Numbers without * were called inactive; i = inactive; u = inconclusive; x = no result given; & = joins results of further samples; [ ] = dose if it differs, or a comment. Unless noted, calls follow the shape of the dose curve; as a rule, active = well fitted curve in the direction sought with a large enough effect; inconclusive = small, poorly fitted or top-dose-only effect, or another doubt; inactive = no such curve, though single readings can be large; an effect the other way counts as inactive or inconclusive.

SMILES	EPAC2 antagonist	EPAC2 agonist	PTHR1 agonist	MmCpn inh	DRD3 agonist	D3 antag	CCT modulator	pAkt inh
CCc1nnc(NC(=O)CSc2nnc3c(n2)[nH]c2ccccc23)s1	-14%	2%	-10%	-1%	0	-10	1.8	i
CN(C(=O)COC(=O)c1ccc(Br)c(S(=O)(=O)N2CCOCC2)c1)C1CCCCC1	-1%	3%	-24%	2%	4	0	-5.3	i
O=C(C1CCN(S(=O)(=O)c2cccs2)CC1)N1CCN(c2ccccc2)CC1	-14%	9%	-6%	-2%	1	47	-0.4	x
COCCCNC(=O)c1cc(C(=O)c2ccccc2Br)c[nH]1	9%	13%	-17%	0%	-9	-19	-2.5	i
NC(=O)[C@H](Cc1cc2ccccc2s1)NC(=O)[C@@H]1CC2(CC(c3cccc(NC(=O)[C@@H]4CCC(=O)N4)c3)=NO2)CN1C(=O)c1ccccc1 (stereo partly drawn)	8%	-3%	10%	1%	16	-16	-1.7	i
COc1ccc(-c2cc(CCCC(=O)NCCc3cc(OC)ccc3OC)no2)cc1	1%	-5%	-25%	-1%	1	-5	1.4	i
CNC(=S)/N=C/NOCc1ccc(Cl)cc1Cl	-1%	21%	-22%	-1%	-7	-17	-0.4	i
Cc1nn(C)cc1S(=O)(=O)Nc1ccc(F)c(F)c1	2%	14%	-7%	0%	-21	-10	-2.4	i
COCCNC(=O)C1(C)CCCN(C(=O)c2ccc(-c3ccccc3)cc2)C1 (stereo not drawn)	2%	11%	-15%	x	5	1	0.0	i
Cc1ccc(Cn2ncc3c(NCCN(C)C)ncnc32)cc1	12%	4%	i	0%	-11	-11	0.8	i
Cc1ccc(S(=O)(=O)N2CCN(CC(=O)N/N=C/c3ccco3)CC2)cc1	7%	15%	i	1%	2	-24	0.4	i
COc1ccc(NC(=O)COc2coc(CN3CCc4ccccc43)cc2=O)cc1	9%	-2%	i	2%	6	10	-1.6	i
COC(OC)c1ccc(C#N)c(SCc2ccccc2)n1	-19%	18%	-44%[inhibitor]	-3%	-7	-2	0.1	i
O=C(CN1CCN(C(=O)c2cccc(S(=O)(=O)N3CCCC3)c2)CC1)Nc1cccc(F)c1	u	4%	-10%	-1%	3	16	-2.9	i
CC(=O)C1=C(O)C(=O)N(CCCn2ccnc2)C1c1ccc(Cl)cc1 (stereo not drawn)	10%	4%	0%	-3%	-3	-7	0.1	i
COc1ccc(-n2nc([N+](=O)[O-])c(=NC3CCN(Cc4ccccc4)CC3)n2O)cc1	2%	3%	-8%	0%	-12	-51*	-2.3	i
CC(Sc1nnc(NC(=O)c2cc3ccccc3oc2=O)s1)c1ccccc1 (stereo not drawn)	7%	3%	-3%	1%	-7	10	1.0	i
O=C(CNS(=O)(=O)c1cccc(Cl)c1)OCc1csc(-c2ccccc2)n1	-9%	7%	i	-2%	-7	4	2.5	i
CCOC(=O)c1sc(C)c2c1NC(C)(c1cccs1)NC2=O (stereo not drawn)	-15%	-1%	-7%	-26%	11	31	-2.4	i
CC(=O)Nc1ccc(S(=O)(=O)N2CCN(C(=O)c3ncoc3-c3cccc(F)c3)CC2)cc1	2%	14%	-1%	-2%	-6	u	-2.4	i
COc1ccc(/C=C/C(=O)Oc2ccc(C)c(C)c2)cc1OC	-2%	16%	i	-2%	1	-8	1.0	i
CC(C(=O)Nc1ccc(Cl)cc1)N1C(=O)NC2(CCCC2)C1=O (stereo not drawn)	4%	10%	-12%	-2%	6	3	0.2	i
CCC1CCc2sc(C(=O)N3CCCN(C)CC3)cc2C1 (stereo not drawn)	9%	1%	i	-3%	-25	u	-2.6	i
CC(Oc1ccc(Cl)cc1)C(=O)Nc1ncccn1 (stereo not drawn)	11%	6%	i	1%	5	19	-8.9	i
CCC(CC)C(=O)N(C)c1c(C)nc2c(OCC(=O)N(C)C)cccn12	1%	7%	i	x	2	16	-0.8	i

Continued:
SMILES	EPAC2 antagonist	EPAC2 agonist	PTHR1 agonist	MmCpn inh	DRD3 agonist	D3 antag	CCT modulator	pAkt inh
CC(C)(C)c1cc(C(=O)NN)n(Cc2ccc(F)cc2)n1	5%	3%	-9%	0%	5	0	0.2	i
Cc1ccc(N(CC(=O)NC(C)C)C(=O)CCC(=O)Nc2ccccn2)cc1	12%	7%	i	0%	1	2	-1.5	i
CCCCN1C(=O)C(=O)N(CC(=O)c2ccc[nH]2)C1=O	-2%	-6%	i	3%	3	43	1.4	i
CC1=C(C(=O)N2CCOCC2)CC(CC(=O)NCCCN(C)C)C(=O)N1Cc1ccc(F)cc1 (stereo not drawn)	4%	2%	-22%	x	2	28	1.1	i
CC(C)OC(=O)CSc1nc(Cc2cccs2)nc2ccccc12	-2%[57.1 µM]	22%	-18%	-5%	-1	-1	-1.9	i
Cc1ccc(NS(=O)(=O)c2ccc3c(c2)oc(=O)n3C)cc1	-2%	8%	-10%	1%	-3	-17	1.0	i
CN(C(=S)NCCN1CCOCC1)C(c1ccccc1)c1ccccc1	17%	2%	i	0%	3	14	0.2	i
Cc1cc(C)cc(N(CC(=O)NCc2cccnc2)S(C)(=O)=O)c1	4%	3%	i	0%	4	-7	-1.1	i
O=c1[nH]c2cc(Br)cnc2nc1/C=C(\O)c1ccc(F)cc1	11%	7%	i	2%	-1	24	3.4	i
CN(Cc1ccccc1)C(=O)C1CCN(S(C)(=O)=O)CC1	9%	4%	-23%	0%	-1	2	2.3	i
Cc1cccc(OCCSc2nc3ccccc3n2CCC(=O)O)c1	-2%	3%	i	-3%	6	-6	-18	i
CCOC(=O)Cn1c(-c2ccccc2)nc2ccccc2c1=O	-2%	17%	i	0%	18	-14	-0.1	u
O=C(NCC1CCCO1)c1ccc(Cl)c(S(=O)(=O)N2CCOCC2)c1 (stereo not drawn)	18%	-5%	3%	3%	-13	-10	-2.3	i
COc1ccccc1N1CCN(Cc2cc(=O)c(OCC(=O)Nc3ccccc3)co2)CC1	-18%	6%	-5%	-7%	-13	-13	2.6	i
COc1ccc(C(=O)CCC(=O)Nc2cccnc2)cc1	18%	-2%	i	-7%	-1	13	-1.4	i
COc1ccccc1N1CCN(C(=O)c2cccc(N3C(=O)C4C5C=CC(C5)C4C3=O)c2)CC1 (stereo not drawn)	-6%	-8%	-23%	-1%	5	21	0.4	i
COc1cc(/C=N/NC(=O)c2cc(C)oc2C)cc(OC)c1OC	4%	-2%	-16%	-4%	5	21	1.5	i
O=C(NCC(c1cccs1)N1CCOCC1)c1ccccc1NS(=O)(=O)c1ccc(Cl)c([N+](=O)[O-])c1 (stereo not drawn)	-19%	3%	-51%[inhibitor]	2%	8	12	-0.3	i
Cn1c(=O)c2c(nc(SCC(=O)Nc3ccccc3)n2C)n(C)c1=O	-14%	2%	-19%	-3%	0	11	-0.6	i
Cn1c(=O)c2c(nc(CN3CCN(CCO)CC3)n2CCc2ccccc2)n(C)c1=O	6%	11%	-11%	0%	-5	-4	-2.3	i
CCc1cccc(Nc2cc(C)nc3nc(C)nn23)c1	7%	2%	-19%	1%	-8	u	1.3	i
CC(C)(CO)CNC(=O)c1ccc2nc(Cc3cccc(Cl)c3)oc2c1	3%	11%	-22%	0%	1	-2	0.6	i
CC(c1ccccc1)N1CC(C(=O)Nc2nccs2)CC1=O (stereo not drawn)	-1%	1%	-6%	-5%	3	13	0.1	i
CC(C)C[C@@H](CN1CCC[C@@H]1CN1C(=O)C(=O)NC[C@@H]1Cc1ccccc1)N1C[C@H](Cc2ccccc2)N(CC2CCCCC2)C(=O)C1=O	-11%	-8%	i	x	0	-19	-0.1	i
CC1(c2ccc(Cl)cc2)NC(=O)N(CC(=O)Nc2ccc(F)cc2)C1=O (stereo not drawn)	-4%	8%	-4%	-8%	1	-2	1.0	i

Four entries drawn at random from the list so far:
SMILES	EPAC2 antagonist	EPAC2 agonist	PTHR1 agonist	MmCpn inh	DRD3 agonist	D3 antag	CCT modulator	pAkt inh
CC1(c2ccc(Cl)cc2)NC(=O)N(CC(=O)Nc2ccc(F)cc2)C1=O (stereo not drawn)	-4%	8%	-4%	-8%	1	-2	1.0	i
CC(c1ccccc1)N1CC(C(=O)Nc2nccs2)CC1=O (stereo not drawn)	-1%	1%	-6%	-5%	3	13	0.1	i
Cn1c(=O)c2c(nc(SCC(=O)Nc3ccccc3)n2C)n(C)c1=O	-14%	2%	-19%	-3%	0	11	-0.6	i
COc1ccccc1N1CCN(C(=O)c2cccc(N3C(=O)C4C5C=CC(C5)C4C3=O)c2)CC1 (stereo not drawn)	-6%	-8%	-23%	-1%	5	21	0.4	i

More structures follow.
SMILES	EPAC2 antagonist	EPAC2 agonist	PTHR1 agonist	MmCpn inh	DRD3 agonist	D3 antag	CCT modulator	pAkt inh
CN(CCOC(=O)c1ccccc1)Cc1ccccc1	1%	2%	i	-2%	-8	u	-0.8	i
Cc1cc(C)cc(NC(=S)N2CCC(NC(=O)C3CC3)CC2)c1	0%	3%	-9%	-2%	1	7	-0.8	i
Cn1c2cc(Br)sc2c2cnn(Cc3c(F)cccc3Cl)c(=O)c21	-10%	10%	-44%[inhibitor]	-9%&1%	x	x	x	x
COCCNc1nnc(SCC(=O)Nc2cc(C)on2)s1	5%	3%	i	0%	0	13	-0.2	i
CCOc1ccc(NC(=O)c2ccc(CC)s2)c([N+](=O)[O-])c1	1%	8%	i	-1%	-5	0	0.5	i
CCOc1cccc(OCCOc2ccc(C(=O)c3ccccc3)cc2)c1	3%	4%	i	-4%	1	4	-3.4	i
CCCCc1nnc(NC(=O)CN(C)S(=O)(=O)c2ccc(C)cc2)s1	-5%	4%	-3%	4%	10	10	4.1	i
COc1ccc(/C=C/C(=O)O)cc1S(=O)(=O)Nc1ccc2c(c1)OCO2	10%	5%	i	-2%	3	-2	0.0	i
CC(C)Cc1ccc(S(=O)(=O)N2CCN(C(=O)c3ccco3)CC2)cc1	0%	0%	-12%[57.5 µM]	-1%	-12	-28	-0.4	i
CC1CCN(Cc2ccc(-c3nnn(CC(=O)NC4CCCCC4)n3)cc2)CC1	3%	7%	-19%	-1%	-9	-10	-0.5	i
COc1cccc(-c2nn3c(-c4ccco4)nnc3s2)c1	-8%	4%	i	-3%	-2	26	0.1	x
O=C(Nc1nncs1)C(Sc1ccccc1)c1ccccc1 (stereo not drawn)	2%	1%	-18%	1%	-2	0	-0.3	i
CCOC(=O)c1sc(=S)n(-c2ccccc2)c1SC	0%	11%	-21%	-1%	3	5	-2.5	i

Bioassay records (PubChem)

A portion of the library. The share of hits here may be higher or lower than overall.
